TAAR1 ag = agonists of human TAAR1; Q96RJ0; CHO RD-HGA16 TAAR1, Fluo-8 calcium fluorescence; vehicle wells 0%, saturating PEA agonist 100%; activation, % at 3 µM; hit rate 0.99% among 360,000; AID 624467;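 active = activation above the mean activation of all test compounds in the run plus 3 SD, cut at about 38% in these data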
Target sequence (Q96RJ0 whole entry, looked up): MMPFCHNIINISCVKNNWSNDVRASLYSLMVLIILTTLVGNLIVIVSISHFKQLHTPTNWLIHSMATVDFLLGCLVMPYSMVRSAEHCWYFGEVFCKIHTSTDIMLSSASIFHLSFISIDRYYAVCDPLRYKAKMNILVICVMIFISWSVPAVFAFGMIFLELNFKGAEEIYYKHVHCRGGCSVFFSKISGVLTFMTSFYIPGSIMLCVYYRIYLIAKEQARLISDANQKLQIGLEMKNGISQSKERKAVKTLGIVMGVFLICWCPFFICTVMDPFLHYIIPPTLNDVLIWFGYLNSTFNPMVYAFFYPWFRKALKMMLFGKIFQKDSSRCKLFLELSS
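Repeats: no replicates (n 1) | Material: CHO-derived RD-HGA16 cells with stable Gα16 and human TAAR1 | Technique: Kinetic Fluo-8 calcium fluorescence | Schedule: 17-24 h seeding, 75 min 37 °C dye, 30 min RT | Evaluation: % activation from peak over basal fluorescence ratio, DMSO-to-PEA scaled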
CHO-K1 Ca PAM = counter-screen for M1 PAMs: effect in parental CHO-K1 cells; ATP EC20, Fluo-8 calcium fluorescence; 0% at ATP EC20, 100% at ATP max; activation, % at 3 µM; hit rate 0.02% among 360,000; AID 602247;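 active = activation above the run cutoff, the mean activation of all test compounds plus 3 SD, cut at about 40% in these data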;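 also: peak over basal fluorescence ratio in a 140 s read after ATP addition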
OXTR potentiator = potentiates the human oxytocin receptor response; P30559; CHO-OTR cells, Fluo-8 calcium fluorescence, potentiator mode; 0% = oxytocin EC15, 100% = EC100; activation, % at 3 µM; hit rate 0.061% among 320,000; AID 2445;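 active = activation above that plate's cutoff, the mean activation of tested compounds plus 3 SD, cut at about 6.6% in these data, passing the limit was not always enough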;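 also: 100% uses oxytocin at 75 nM as the full agonist control; some results filed as inactive read as strong as hits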
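Material: human OTR in CHO cells. Compound: 3.0 µM, one dose. Timing: compound 6 min at room temperature before oxytocin, 100 s read. Evaluation: % activation of max/min ratio relative to oxytocin controls. Replication: single well per compound, singlicate. Signal: Fluo-8 calcium dye fluorescence.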
TAAR1 antag = human TAAR1 antagonism; Q96RJ0; hit rate 1.5% among 360,000; inhibition, % at 3 µM; CHO RD-HGA16 TAAR1, Fluo-8 calcium fluorescence, antagonist;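 active = inhibition above a per-plate cutoff, the mean inhibition of test compounds on that plate plus 3 SD, cut at about 49% in these data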;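 also: 0% = DMSO plus EC80 beta-PEA response and 100% = DMSO alone without agonist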
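Test system: hTAAR1-expressing CHO RD-HGA16 cells, Gα16-coupled; Probe or stimulus: EC80 β-phenethylamine stimulus; Compound dosing: single nominal final test compound concentration of 3 µM; Timing: 140 s kinetic read after compound, 140 s after agonist; Signal: Fluo-8 calcium-sensitive fluorescence; Measure: % inhibition of agonist calcium response; Controls: DMSO and EC80 PEA controls.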
CHO-K1 Ca ag = M1 agonist counterscreen hit in parental CHO-K1 cells. AID 602248. activation, % at 3 µM. Fluo-8 calcium fluorescence; scaled to maximal ATP response, vehicle zero. hit rate 0.48% among 360,000; in the data active = activation above about 15%;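 also: untransfected CHO-K1 host cells lacking M1 receptor as counterscreen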
CHO-K1 Ca antag = M1 antagonist counterscreen hit in parental CHO-K1 cells. inhibition, % at 3 µM. ATP-induced calcium, Fluo-8 fluorescence. hit rate 0.6% among 360,000. AID 602250;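 active = inhibition above a per-plate cutoff, the plate's mean sample inhibition plus 3 SD, cut at about 24% in these data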;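 also: 0% = DMSO plus EC80 ATP and 100% = DMSO alone without ATP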
M1 ag = human M1 muscarinic receptor agonism | P11229 | CHO-K1 hM1, Fluo-8 calcium fluorescence, agonist mode; 0% DMSO, 100% acetylcholine EC100 | activation, % at 3 µM | hit rate 0.33% among 360,000 | AID 588814;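 active = activation above the run's mean compound activation plus 3 SD, cut at about 16% in these data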;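 also: peak over basal fluorescence ratio within a 140 s kinetic read after compound addition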
Target sequence (P11229 whole entry, looked up): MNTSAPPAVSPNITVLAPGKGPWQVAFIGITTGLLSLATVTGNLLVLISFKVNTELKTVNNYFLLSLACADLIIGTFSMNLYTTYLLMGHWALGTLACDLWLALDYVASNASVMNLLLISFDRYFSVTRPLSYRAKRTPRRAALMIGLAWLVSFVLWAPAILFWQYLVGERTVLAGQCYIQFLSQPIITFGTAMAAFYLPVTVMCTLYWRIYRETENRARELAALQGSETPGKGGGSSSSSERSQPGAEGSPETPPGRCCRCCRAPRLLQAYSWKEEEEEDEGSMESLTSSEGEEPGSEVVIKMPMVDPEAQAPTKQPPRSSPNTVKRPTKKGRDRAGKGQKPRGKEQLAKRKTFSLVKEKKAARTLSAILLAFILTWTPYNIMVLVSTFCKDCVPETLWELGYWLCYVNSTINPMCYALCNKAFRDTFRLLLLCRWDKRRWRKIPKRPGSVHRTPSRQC
CHO parental Ca = signal in parental CHO cells, OX1R antagonist counter-screen; parental CHO-K1, ATP-induced calcium, Fluo-8 fluorescence; AID 463079; inhibition, % at 5.6 µM; hit rate 0.63% among 330,000;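 active = inhibition above that plate's mean sample inhibition plus 3 SD, cut at about 26% in these data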;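 also: 0% = ATP-challenged DMSO wells and 100% = DMSO wells without ATP; some compounds past the cut are filed as inactive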
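Test system: parental CHO cells; detection: calcium-sensitive Fluo-8 fluorescence; evaluation: percent inhibition of calcium signal; also added: ATP as calcium-mobilizing challenge; repeats: one well per compound; control set: ATP-challenged DMSO wells low, unchallenged DMSO wells high; compound: single nominal dose of 5.6 µM per compound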
M1 antag = human CHRM1 antagonism; CHO-K1 hM1, Fluo-8 calcium fluorescence, ACh EC80 antagonist; inhibition, % at 3 µM; hit rate 1.3% among 360,000; AID 588852;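 active = percent inhibition above its own plate's cutoff, namely the mean of that plate's compound wells plus 3 SD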;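 also: peak over basal fluorescence ratio during 140 s after agonist addition; 0% = ACh EC80 plus DMSO and 100% = DMSO alone without agonist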
Active calls of the source: *; · = no result given.

Sample of the layout (7 entries):
entry	SMILES	TAAR1 ag	CHO-K1 Ca PAM	OXTR potentiator	TAAR1 antag	CHO-K1 Ca ag	CHO-K1 Ca antag	M1 ag	CHO parental Ca	M1 antag
1	O=C(CCn1cccc(C(F)(F)F)c1=O)Nc1cccc(C(F)(F)F)c1	2	-3	-6	-28	1.1	-2	0	-8	-17
2	COc1ccc(NC(=O)c2ccc(C(=O)c3ccccc3)o2)cc1	67*	7	-9	57*	4.2	10	-2	-4	17
3	c1cc(-c2cnc3cccnn23)c2cccnc2c1	2	-8	·	-14	0.2	4	5	·	-5
4	COc1ccc([C@@H]2CC=C(C(=O)O)[C@H](c3cccc(Cl)c3)N2S(=O)(=O)c2ccccc2C)cc1	0	13	-11	5	-0.4	-12	-8	-19	-4
5	Cc1cccc(C)c1OCC(=O)NNC(=O)Nc1ccc(Cl)cc1	0	-11	-5	-7	0.2	0	-1	-10	12
6	CC(C)C(=O)Nc1cccc(COc2cccc(CN(Cc3ccccc3)C(=O)OC(C)(C)C)c2)c1	1	21	·	35	0.6	-25	6	·	6
7	CC(C)N1CCN(Cc2coc3ccccc3c2=O)CC1CCO (configuration not stated)	2	7	-12	3	-0.1	-3	-8	-12	-1

Results, from the start:
entry	SMILES	TAAR1 ag	CHO-K1 Ca PAM	OXTR potentiator	TAAR1 antag	CHO-K1 Ca ag	CHO-K1 Ca antag	M1 ag	CHO parental Ca	M1 antag
1	O=C(CCn1cccc(C(F)(F)F)c1=O)Nc1cccc(C(F)(F)F)c1	2	-3	-6	-28	1.1	-2	0	-8	-17
2	COc1ccc(NC(=O)c2ccc(C(=O)c3ccccc3)o2)cc1	67*	7	-9	57*	4.2	10	-2	-4	17
3	c1cc(-c2cnc3cccnn23)c2cccnc2c1	2	-8	·	-14	0.2	4	5	·	-5
4	COc1ccc([C@@H]2CC=C(C(=O)O)[C@H](c3cccc(Cl)c3)N2S(=O)(=O)c2ccccc2C)cc1	0	13	-11	5	-0.4	-12	-8	-19	-4
5	Cc1cccc(C)c1OCC(=O)NNC(=O)Nc1ccc(Cl)cc1	0	-11	-5	-7	0.2	0	-1	-10	12
6	CC(C)C(=O)Nc1cccc(COc2cccc(CN(Cc3ccccc3)C(=O)OC(C)(C)C)c2)c1	1	21	·	35	0.6	-25	6	·	6
7	CC(C)N1CCN(Cc2coc3ccccc3c2=O)CC1CCO (configuration not stated)	2	7	-12	3	-0.1	-3	-8	-12	-1
8	Cc1ccc(C(=O)O)cc1NC(=O)CCc1ccccc1	12	10	-4	5	0.1	6	-5	-3	-2
9	COc1ccc(Cn2ccnc2SCC(=O)Nc2ccccc2)cc1	0	7	-5	2	0.5	-1	-2	-6	-7
10	CC(C)c1c(C(=O)N/N=C/C2CC=CCC2)nnn1-c1nonc1N (configuration not stated)	2	17	-7	-15	1.1	3	2	-5	-5
11	O=C(Nc1ccnn1C1CCN(C(=O)c2ccc(Cl)c(F)c2)CC1)C1CCOC1 (configuration not stated)	1	7	·	5	0.2	-2	-3	·	-11
12	O=C(N=Nc1c(O)n(Cc2ccccc2)c2ccccc12)c1ccc(O)cc1	3	18	-9	51*	1.5	-4	-4	-24	-1
13	C=CCNC(=O)COC(=O)COc1ccc(Cl)cc1C	3	10	-5	2	0.4	2	-1	2	8
14	CCC(C)NC(=O)CNS(=O)(=O)c1ccc(C)cc1 (configuration not stated)	9	25	-7	-12	2.2	-6	0	-10	-12
15	Nn1c(SCC(=O)NCCC2=CCCCC2)nnc1C(F)(F)F	·	14	1	·	0.4	-3	-5	-2	-8
16	C=CCOC(=O)C1=C[C@@H](c2csc3ccccc23)[C@H](CCCO)[C@@H](OCC)O1	8	-14	-3	14	-0.7	-1	2	-29	5
17	Cc1ccc(C(=O)Nc2ccc3c(c2)nc(CCNC(=O)c2ccco2)n3C)cc1	3	7	-1	6	1.5	-4	-7	-12	1
18	CC(C)CN(C(=O)CN1CCC(C)CC1)c1c(N)n(CC(C)C)c(=O)[nH]c1=O	8	9	2	-7	0.3	0	-3	1	5
19	COc1ccc(OC)c(NC(=S)N2c3ccccc3CC2C)c1 (configuration not stated)	-3	-14	-2	-24	-0.6	14	4	-14	-1
20	COc1ccc(CCNC(=O)C(=O)NCC2OCCN2S(=O)(=O)c2ccc(Br)cc2)cc1OC (configuration not stated)	1	22	-10	-6	0.0	-8	-2	-11	5
21	COc1ccc(OC)c(C(=O)CN2C(=O)C(=O)N(C3CCCC3)C2=O)c1	2	3	-5	-10	0.5	-9	-4	-19	-18
22	COc1cccc(CN2CCN(CCc3ccccc3)C(CCO)C2)c1OC (configuration not stated)	2	27	-1	2	1.5	-7	-11	-10	-6
23	CCCOc1ccc(CNC(=O)C2CCN(c3nnc(N4CCCC4=O)s3)CC2)cc1	-2	15	-1	-41	0.6	-5	-3	5	-2
24	Cc1nc(SCC(=O)Nc2c(C)n(C)n(-c3ccccc3)c2=O)c2cnn(-c3ccccc3)c2n1	-2	8	·	-31	0.4	-18	-8	·	3
25	Cc1cccc(NC(=S)N2CCN(c3cc(C)ccc3C)CC2)c1	0	-1	-7	-9	4.9	23	-10	-12	5
26	CC1(C)O[C@H]2CC(=O)OC[C@]23[C@H]2CC[C@@]4(C)[C@H](c5ccoc5)OC(=O)[C@H]5O[C@]54[C@]2(C)[C@@H](O)C[C@@H]13	7	0	-1	12	-0.5	-17	-3	-5	-8
27	CCn1c(SCC(=O)NC2(C#N)CCCCC2)nc2ccccc2c1=O	-1	-8	0	-16	0.8	-9	-4	-15	-7
28	CCCS(=O)(=O)c1nnnn1-c1cccc(OC)c1	·	16	-3	·	0.8	-1	-4	10	-10
29	COC(=O)c1ccc(NC(=O)CN(Cc2ccc(Cl)cc2)S(C)(=O)=O)cc1	1	-9	-3	10	1.4	-2	-2	-14	13
30	O=C(c1ccc2c(c1)OCO2)N1CCN(c2ccccn2)CC1	1	12	-4	-17	0.4	-1	-5	-2	-3
31	CCOc1ccccc1N1CC(C(=O)NCCc2ccc(S(N)(=O)=O)cc2)CC1=O (configuration not stated)	7	-3	7	2	5.1	4	-3	-6	9
32	Cc1oc2c(C)c3oc(=O)c(CC(=O)N[C@@H](CC(C)C)C(=O)N[C@@H](Cc4ccccc4)C(=O)O)c(C)c3cc2c1C	0	-9	2	9	-0.7	-2	-1	-1	-3
33	O=C(COC(=O)c1ccc(Cl)nc1)NCCc1ccccc1	4	-18	0	-17	-0.3	-3	-4	-18	10
34	Cc1ccc(S(=O)(=O)N2CCN(C(=O)CSc3nc4ccccc4c(=O)[nH]3)CC2)cc1	6	-2	-8	-1	0.0	-5	-2	-14	-1
35	CC(C)c1ccc(Oc2cccc(C(=O)/C(C#N)=C/N(C)C)c2)cc1	15	18	-6	12	0.3	-4	-3	-1	-3
36	N#CCCn1cc(C(=O)N2CCCCC2)c(-c2cccc([N+](=O)[O-])c2)n1	0	-1	-5	-21	1.4	-11	-4	-3	-5
37	COc1ccc(CC(=O)Nc2cc(S(=O)(=O)N3CCOCC3)ccc2N2CCCC2)cc1	1	6	·	-21	-0.2	-1	-2	·	-14
38	Cc1ccc(N(CC(=O)NCc2ccco2)C(=O)CNS(=O)(=O)c2ccccc2)c(C)c1	1	3	-9	-24	0.9	-9	-3	-4	-12
39	COc1ccccc1C(=O)C1CCCN(C(=O)c2ccc3c(c2)OCCO3)C1 (configuration not stated)	1	-7	-16	-12	1.2	0	-8	1	0
40	O=C(Nc1ccc(S(=O)(=O)NCc2ccco2)cc1)c1cccc(F)c1	5	-8	-26	16	1.3	8	2	4	-1
41	CC1(C(=O)O)CCCN1C(=O)c1cccc2ccccc12 (configuration not stated)	0	2	·	13	0.5	0	-1	·	-24
42	O=C(NCc1ccc(F)cc1)C1CCN(S(=O)(=O)N2CCCC2)CC1	4	5	-14	-10	-0.2	-8	-11	-3	-3
43	COc1ccc(NC(=O)CSCC(=O)Nc2cc(Cl)ccc2N2CCCC2)cc1	1	10	-4	6	2.8	-5	-4	-17	2
44	CC(=O)c1c(C)[nH]c(=S)c(C#N)c1-c1ccc(Cl)cc1	3	10	-6	-19	1.2	-6	-1	-16	-5
45	O=C(c1cccnc1)C1CCCN(Cc2nc(Cc3ccccc3F)no2)C1 (configuration not stated)	3	17	-11	2	2.9	-9	-12	-7	-7
46	Cc1oc2c(CN3CCC(C)CC3)c(O)ccc2c(=O)c1-c1ccccc1	-2	0	0	-6	0.1	-18	-10	-13	-5
47	CC(Oc1cc2oc(=O)c3c(c2cc1Cl)CCCC3)C(=O)NCc1ccncc1 (configuration not stated)	2	4	-7	-23	1.8	-6	3	-22	1
48	CC(=O)N1CCCc2cc(S(=O)(=O)N3CCCC(C(=O)NCc4ccc(Cl)cc4)C3)ccc21 (configuration not stated)	9	-4	-21	6	12	-2	-1	-12	-2
